# PPC-1+TRAIL kill – PPC-1 cancer cell killing with TRAIL present. PPC-1 cells + TRAIL, ATPLite viability luminescence. cell killing (% activity), % at 4 µM. 220,000 tested, 0.41% active;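 active means cell killing above 50% in the first pass at 4 µM, then a duplicate retest at 5 µM averaging 50% or more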;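 further: plate controls were cells with TRAIL plus DMSO for no effect and medium-only wells lacking cells for full effect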
# CHOP inhibitor – CHOP inhibition in unfolded protein response; CHO-K1 CHOP-promoter luciferase, tunicamycin-induced, 15-18 h; inhibition, % at 10 µM; 220,000 tested, 3.8% active; AID 2732;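 active means compounds that reduced the stress-induced luciferase reporter signal by more than about 70% of percent inhibition, limit read from the data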;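 further: 0% = tunicamycin plus vehicle and 100% = wells without tunicamycin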
# TNF necrop inh – blocks TNF-alpha induced death of Jurkat FADD-/- cells; Jurkat FADD-/- TNF necroptosis rescue, ATP luminescence, 24 h; 0 = TNF only, 100 = no-TNF cells; activation (protection from cell death), % at 10 µM; 220,000 tested, 0.068% active; AID 463075;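 active means activation, meaning protection from cell death, of at least 50% relative to plate controls; inactive means activation below 50%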;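 further: necroptosis triggered by 40 ng/mL TNF-alpha added together with compound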
# TRPML3 ag – human mucolipin-3 channel agonism; Q8TDD5; HEK293 TRPML3-YFP, Fluo-8 calcium fluorescence; 100% = the carbachol control signal; activation, % at 3 µM; 220,000 tested, 0.29% active;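 active means activation above its plate's cutoff, the mean activation of the plate's test wells plus 3 SD, cut at about 12% in these data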;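 further: 0% = DMSO only wells and 100% = carbachol wells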
#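 Test system – HEK293 line with stable expression of human TRPML3-YFP channel · Control set – carbachol 87 µM final as high control (100%), DMSO as low control (0%) · Signal – Fluo-8 calcium dye fluorescence, ex 470-495, em 515-575 nm · Incubation – 1-h 37 °C dye load, 5-s basal, 120-s post-compound reads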
# zfTRPN1 agonist – activates the zebrafish TRPN1 channel. HEK293 zebrafish TRPN1-YFP, Fluo-8 calcium fluorescence; 100% = response to 87 µM carbachol. activation, % at 3 µM. 220,000 tested, 0.18% active. AID 1424;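 active means activation above its plate's cutoff, the mean activation of test wells on that plate plus 3 SD, cut at about 19% in these data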;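 further: 0% = DMSO alone and 100% = 87 µM carbachol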
#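 System: zebrafish TRPN1-YFP in HEK293 cells / Dosing: 3 µM single point / Timing: dye loading 1 h at 37 °C, then 30 min room temperature / Signal: Fluo-8 calcium fluorescence, excitation 470-495 nm, emission 515-575 nm / Read-out basis: percent activation from peak over basal fluorescence ratio, control-normalized / Control set: high carbachol 87 µM, low DMSO alone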
# EBV gp42 block – EBV gp42 inhibition. 220,000 tested, 0.42% active. AID 1085. inhibition, % (tested at 21.74 µM). Q1HVG2. Fluorescence polarization binding assay, mP read-out; in the data active means inhibition above about 50%
# Target sequence (Q1HVG2 whole entry, looked up): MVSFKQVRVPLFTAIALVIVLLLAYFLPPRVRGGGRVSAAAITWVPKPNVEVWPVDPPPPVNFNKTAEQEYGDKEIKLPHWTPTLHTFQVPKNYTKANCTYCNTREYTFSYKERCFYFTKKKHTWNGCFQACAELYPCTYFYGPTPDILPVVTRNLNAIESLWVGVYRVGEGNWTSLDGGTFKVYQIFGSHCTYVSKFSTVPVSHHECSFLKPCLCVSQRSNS
# Runt-SMMHC FRET – Runt domain-CBFb-SMMHC interaction inhibition; inhibition, % at 20 µM; Cerulean-Runt/Venus-CBFb-SMMHC FRET ratio 530/480, 1 h; 220,000 tested, 0.74% active;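 active means mean inhibition across duplicate retests at 20 µM reaching about 50%, limit read from the data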;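 further: 0% = DMSO wells and 100% = wells with excess untagged CBFb-SMMHC; inhibitors lower the FRET ratio by blocking Runt binding to CBFb-SMMHC; some results filed as inactive read as strong as hits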
# p47phox inh – blocks human p47phox regulatory protein of NADPH oxidases; P14598; p47phox/p22phox peptide binding, fluorescence polarization, 2 h; inhibition, % at 24.7 µM; 220,000 tested, 0.53% active; AID 1274;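 active means inhibition above about 30%, limit read from the data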;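 further: 0% = p47phox with labelled peptide and 100% = labelled peptide alone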
# Target sequence (P14598 whole entry, looked up): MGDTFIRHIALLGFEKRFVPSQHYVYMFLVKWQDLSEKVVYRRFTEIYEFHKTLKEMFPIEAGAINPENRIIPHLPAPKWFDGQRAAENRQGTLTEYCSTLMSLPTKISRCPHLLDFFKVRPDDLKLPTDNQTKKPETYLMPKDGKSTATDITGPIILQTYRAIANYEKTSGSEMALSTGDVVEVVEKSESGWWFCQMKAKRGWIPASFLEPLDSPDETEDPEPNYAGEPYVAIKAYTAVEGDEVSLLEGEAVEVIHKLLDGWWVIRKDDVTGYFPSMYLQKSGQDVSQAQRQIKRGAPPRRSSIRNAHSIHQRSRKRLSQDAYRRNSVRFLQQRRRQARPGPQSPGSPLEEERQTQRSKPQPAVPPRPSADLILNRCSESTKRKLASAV
# Mdm2 ligase inh – inhibitors of human Mdm2 E3 ubiquitin ligase; Q00987; cell-based MDM2 ubiquitination luciferase reporter, 2 h; 0 = plate control, 100 = twice control, blank-subtracted; signal enhancement, % at 5 µM; 210,000 tested, 0.11% active;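 active means signal enhancement of 30% or more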;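 further: luminescence tracks abundance of the self-degrading MDM2-luciferase fusion protein; higher signal means inhibition of MDM2 E3 ligase activity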
#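 Material: stable MDM2–luciferase fusion reporter cells / Quantity: 2000 cells/well / Dosing: single 5 µM compound dose, 0.2% final DMSO / Buffer or medium: DMEM / Schedule: 4 h cell settling then 2 h compound exposure, 37 °C / Detection: luminescence with SteadyLite reagent, 15 min at room temperature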
# The depositor's hits bear a star.
SMILES,PPC-1+TRAIL kill,CHOP inhibitor,TNF necrop inh,TRPML3 ag,zfTRPN1 agonist,EBV gp42 block,Runt-SMMHC FRET,p47phox inh,Mdm2 ligase inh
CCCCCCCn1c(=N)n(CC(=O)c2ccco2)c2ccccc21,6.0,38.0,-9.0,1.0,0.9,5.0,-0.4,-20.4,1.0
C/C(=N\NC(=O)Cc1ccc(F)cc1)c1ccc(F)cc1,20.2,27.7,0.3,0.0,-0.5,-12.1,-0.6,-3.1,10.2
Cc1ccc(C2CCN(C(=S)Nc3cccc(C)c3)C2)cc1 (centres undefined),2.5,-6.2,1.1,-0.3,0.6,3.0,3.8,-0.3,2.4
COc1ccc(C2C(CC(=O)O)=C(O)C(=O)N2c2ccccc2)cc1 (centres undefined),15.2,3.0,-1.3,-0.6,0.1,-8.9,-3.4,-17.4,33.5*
CCCSc1n[nH]c(NC(C)=O)n1,23.2,-15.1,0.1,-0.3,1.7,-12.2,-3.1,-9.2,-12.9
c1ccc2c(c1)ncn2Cc1nnc2sc(-c3ccncc3)nn12,-4.5,1.1,-1.3,0.0,1.3,-13.8,11.3,-1.8,-1.7
Cc1cc(OCCCC(=O)N2CCCCC2)cc(C)c1Cl,-0.2,82.5*,0.0,-1.0,-2.9,-4.3,-4.5,-10.8,12.7
CC(=O)NS(=O)(=O)c1ccc(NC(=S)NC(=O)C(C)C)cc1,-17.0,3.1,0.0,0.3,-0.7,-7.2,-4.5,-7.0,-6.7
Cc1cc(C(=O)N2CCN(Cc3ccc4c(c3)OCO4)CC2)cs1,-15.3,17.9,0.8,0.7,1.4,-5.6,-3.1,-2.0,-10.6
Cc1cc(C)c2c(CC(=O)NCCc3ccccc3)coc2c1,2.6,6.7,0.0,0.0,-0.3,3.6,1.5,-1.3,-37.2
Cc1cccc(N2CCN(C(c3ccccc3)c3nnnn3C(C)(C)C)CC2)c1C (centres undefined),36.4,69.6,-0.4,0.9,-0.9,3.8,1.1,-20.2,-4.2
COc1ccc(C(C)C)cc1S(=O)(=O)Nc1ccc(Cl)cn1,32.1,-1.3,-0.1,-0.4,0.8,-12.9,-4.2,6.3,-15.6
Cc1cccc(NC(=O)c2cc([N+](=O)[O-])ccc2NCC2CCCO2)n1 (centres undefined),2.3,16.4,-1.5,-0.3,-0.8,-0.1,0.1,-4.8,-13.9
COc1ccc(OC)c(-c2cc(C(=O)Nc3ccc(F)cc3F)no2)c1,6.3,9.0,-0.6,0.7,-0.3,0.7,-5.0,24.1,-34.2
CCCCNc1c([N+](=O)[O-])c(=O)n(C)c2ccccc12,-2.2,16.1,0.3,-0.3,-0.9,-6.2,4.5,-7.2,-0.5
COc1cc(S(=O)(=O)Nc2ccc(C)cc2)ccc1N=Cc1c(C)c(C#N)c(=O)n(C)c1O,18.8,74.2*,4.1,1.1,-1.7,11.1,12.0,-45.7,-5.1
Cc1nc(=O)c(-c2ccccc2)c(C)n1-c1ccc(Br)cc1,12.7,3.1,13.1,0.4,1.1,-1.7,2.3,4.8,-4.0
O=C(CSc1ncnc2ccccc12)NCCc1ccccc1,3.7,-12.5,2.8,0.3,1.6,-3.9,1.0,-229.1,1.1
CCCCNC(=O)c1ccccc1NC(=O)c1ccccc1N(C)S(C)(=O)=O,4.6,5.9,-1.0,0.4,1.4,-8.7,-5.7,8.1,7.6
CCOC(=O)c1sc(-c2ccccc2)cc1NC(=O)c1ccc(S(=O)(=O)N(CCOC)CCOC)cc1,9.4,24.9,1.1,1.0,-1.0,-13.0,2.2,-5.6,10.7
C=CCN(CC=C)CCCOc1ccccc1C(=O)OC,5.7,5.8,1.0,0.8,-0.9,-14.3,-1.2,2.1,-6.8
NC(=O)CSc1nnc(-c2cccnc2)n1CCc1ccccc1,18.1,2.4,-0.6,-0.1,-0.8,-9.6,-0.2,-3.8,-9.9
CC(=O)N1C(=O)C2(C(C#N)=C(N)Oc3n[nH]c(-c4ccccn4)c32)c2ccccc21 (centres undefined),21.6,17.2,-2.3,0.9,0.6,-8.0,-0.3,150.6*,-18.8
Cc1cc(=O)nc2c3ccccc3n(C(C)C(=O)Nc3c(F)c(F)c(F)c(F)c3F)n12 (centres undefined),13.5,12.6,0.8,-0.8,0.7,-21.4,0.8,-14.1,-9.9
O=c1cc(O)c2sc(Nc3ccc(F)c(Cl)c3)nc2[nH]1,-7.6,12.3,1.2,-0.2,2.3,1.2,5.3,-46.2,-19.2
COc1cccc(NC(=O)c2ccccc2SC)c1,19.5,29.4,-0.8,0.0,-1.1,-5.3,2.2,-7.0,-4.8
CN(C(=O)CCN1C(=O)C(C)(C)Nc2ccccc21)c1ccccc1,24.3,-3.5,0.8,0.7,1.1,-9.1,-2.0,-2.2,-15.8
Nc1ccccc1S(=O)(=O)C(F)F,-2.3,2.5,5.6,-0.1,0.9,-6.0,-0.1,-12.5,-13.3

# Records above marked active in p47phox inh:
canonical_smiles | CHOP inhibitor | TRPML3 ag | EBV gp42 block | Runt-SMMHC FRET | p47phox inh | Mdm2 ligase inh
CC(=O)N1C(=O)C2(C(C#N)=C(N)Oc3n[nH]c(-c4ccccn4)c32)c2ccccc21 (centres undefined) | 17.2 | 0.9 | -8.0 | -0.3 | 150.6* | -18.8

# 10 structures already listed, arranged by number of heavy atoms, rising:
SMILES,PPC-1+TRAIL kill,CHOP inhibitor,TNF necrop inh,TRPML3 ag,zfTRPN1 agonist,EBV gp42 block,Runt-SMMHC FRET,p47phox inh,Mdm2 ligase inh
CCCSc1n[nH]c(NC(C)=O)n1,23.2,-15.1,0.1,-0.3,1.7,-12.2,-3.1,-9.2,-12.9
CCCCNc1c([N+](=O)[O-])c(=O)n(C)c2ccccc12,-2.2,16.1,0.3,-0.3,-0.9,-6.2,4.5,-7.2,-0.5
C/C(=N\NC(=O)Cc1ccc(F)cc1)c1ccc(F)cc1,20.2,27.7,0.3,0.0,-0.5,-12.1,-0.6,-3.1,10.2
Cc1cc(C)c2c(CC(=O)NCCc3ccccc3)coc2c1,2.6,6.7,0.0,0.0,-0.3,3.6,1.5,-1.3,-37.2
Cc1cc(C(=O)N2CCN(Cc3ccc4c(c3)OCO4)CC2)cs1,-15.3,17.9,0.8,0.7,1.4,-5.6,-3.1,-2.0,-10.6
CCCCCCCn1c(=N)n(CC(=O)c2ccco2)c2ccccc21,6.0,38.0,-9.0,1.0,0.9,5.0,-0.4,-20.4,1.0
CCCCNC(=O)c1ccccc1NC(=O)c1ccccc1N(C)S(C)(=O)=O,4.6,5.9,-1.0,0.4,1.4,-8.7,-5.7,8.1,7.6
Cc1cccc(N2CCN(C(c3ccccc3)c3nnnn3C(C)(C)C)CC2)c1C (centres undefined),36.4,69.6,-0.4,0.9,-0.9,3.8,1.1,-20.2,-4.2
Cc1cc(=O)nc2c3ccccc3n(C(C)C(=O)Nc3c(F)c(F)c(F)c(F)c3F)n12 (centres undefined),13.5,12.6,0.8,-0.8,0.7,-21.4,0.8,-14.1,-9.9
CCOC(=O)c1sc(-c2ccccc2)cc1NC(=O)c1ccc(S(=O)(=O)N(CCOC)CCOC)cc1,9.4,24.9,1.1,1.0,-1.0,-13.0,2.2,-5.6,10.7
